Tau fluor counter: Counterscreen qHTS for Inhibitors of Tau Fibril Formation, Fluorescence Polarization; tau K18 P301L Alexa594 fluorescence, heparin fibrillization; Potency, µM (highest dose often 57.7 µM), for the others: top-dose activity change, negative = decrease; AID 1463, 2008; 280,000 tested, 0.93% active; further: nearly all actives have a fitted effect of over 55% in size
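Human K18 P301L tau (15 uM unlabeled plus 0.24 uM Alexa 594-labeled, final) in 100 mM sodium acetate pH 7 was mixed with compound and 20 uM heparin and incubated 6 hr at 37 C.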
TRb SRC2 PPI: qHTS for Inhibitors of the Interaction of Thyroid Hormone Receptor and Steroid Receptor Coregulator 2; Thyroid hormone receptor beta (Homo sapiens), P10828; TRbeta-SRC2 peptide binding, fluorescence polarization; receptor liganded with 1 µM T3; Potency, µM (highest dose often 106 µM), for inactives: at the top dose activity change, negative = inhibition, usual class: inhibitors; 280,000 tested, 0.065% active; AID 1469, 2008;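 further: plate controls were bound peptide for no effect and peptide without receptor for full effect; nearly all actives have a fitted effect of over 50% in size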
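Polarization signal, normalized between peptide-alone and full complex controls, measured compound effects on T3-liganded human TRb LBD (0.6 uM) binding 20 nM Texas Red SRC2 peptide after 5 hr.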
TexasRed fluor: Total Fluorescence Counterscreen for Inhibitors of the Interaction of Thyroid Hormone Receptor and Steroid Receptor Coregulator 2. TRb/SRC2 Texas Red total fluorescence interference. Potency, µM (titrated, usually from 106 µM), without a hit: top-dose fluorescence change, negative = quenching. 280,000 tested, 0.29% active; active means well fitted curve in either direction with a large enough effect; inconclusive means small, poorly fitted or top-dose-only effect
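Flags fluorescent or light-absorbing compounds by total fluorescence, S + 2P, at 555 nm excitation and 632 nm emission. Mixture: 20 nM Texas Red SRC2 peptide, 0.6 uM human TRb LBD, 1 uM T3, 5% DMSO; compound exposure 5 h at ambient temperature.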
Tau fibril ThT: qHTS for Inhibitors of Tau Fibril Formation, Thioflavin T Binding | 270,000 tested, 2.1% active | Microtubule-associated protein tau (Homo sapiens), P10636 | Potency, µM (doses to about 57.4 µM), for inactives: at the highest dose activity, negative = inhibition, hits mostly inhibitors | recombinant tau K18 P301L, heparin-induced fibrillization, ThT fluorescence; further: nearly all actives have a fitted effect of over 55% in size
Target sequence (P10636 561-689 P618L limits assumed): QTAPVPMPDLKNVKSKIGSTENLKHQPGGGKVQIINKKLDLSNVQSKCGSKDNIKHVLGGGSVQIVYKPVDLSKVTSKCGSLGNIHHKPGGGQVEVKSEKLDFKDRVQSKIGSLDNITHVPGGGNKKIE
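Using a mix of unlabeled (15 uM) and Alexa 594-labeled (0.24 uM) tau K18 P301L, heparin-triggered fibrillization over 6 hr at 37 C was scored by ThT fluorescence.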
Tau fibril FP: qHTS for Inhibitors of Tau Fibril Formation, Fluorescence Polarization. K18 P301L tau heparin fibrillization, Alexa594 FP, 6 h. Potency, µM (titrated, usually from 57.7 µM), inactives show top-dose activity, negative = inhibition, actives largely listed as inhibitors. 280,000 tested, 0.39% active. AID 1468, 2008; further: nearly all actives have a fitted effect of over 55% in size
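Human K18 P301L fragment (15 uM unlabeled plus 0.24 uM Alexa 594-labeled) in 100 mM sodium acetate pH 7 with compound, aggregation induced by 20 uM heparin for 6 hr at 37 C. ThT (30 uM) added for 1 hr, then Alexa 594 FP read.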
ALDH1A1 block: qHTS Assay for Inhibitors of Aldehyde Dehydrogenase 1 (ALDH1A1). Aldehyde dehydrogenase 1A1 (Homo sapiens), P00352. AID 1030, 2008. 220,000 tested, 7.3% active. Potency, µM (highest dose often 75.3 µM), inactives show top-dose activity, negative = inhibition, actives largely listed as inhibitors. Purified ALDH1A1, NADH fluorescence, propionaldehyde substrate; active means well fitted inhibition curve with a large enough effect, not every such curve was filed as active; inconclusive means small, poorly fitted or top-dose-only effect, or another doubt; inactive means no such curve, though single readings can be large or run the other way;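 further: plate controls were no enzyme wells and a reference inhibitor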
aGal spleen mod: qHTS Assay for Inhibitors and Activators of Human alpha-Galactosidase From Spleen Homogenate; 240,000 tested, 0.008% active; Potency, µM (top dose mostly 80 µM), for the others: top-dose activity change, negative = inhibition, hits mostly inhibitors; Alpha-galactosidase A (Homo sapiens), P06280; human spleen homogenate, 4MU-alpha-Gal fluorescence, 40 min; AID 2107, 2009;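 further: 0% = enzyme with vehicle and -100% = no enzyme basal signal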
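qHTS titration in buffer at pH 5.0. Alpha-galactosidase activity in spleen homogenate was measured via 4-methylumbelliferone release from 1 mM fluorogenic substrate after 40 min at 37C and a pH 10 stop. AC50 came from Hill fits of control-normalized data.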
L3MBTL1 block: qHTS Assay for the Inhibitors of L3MBTL1; Lethal(3)malignant brain tumor-like protein 1 (Homo sapiens), Q9Y468; AlphaScreen L3MBTL1–H3K9me1 peptide binding; Potency, µM (highest dose often 57.1 µM), for the others: at the highest dose activity, negative = inhibition, usual class: inhibitors; 230,000 tested, 0.66% active; further: nearly all actives have a fitted effect of over 60% in size
Target sequence (Q9Y468 whole entry, looked up): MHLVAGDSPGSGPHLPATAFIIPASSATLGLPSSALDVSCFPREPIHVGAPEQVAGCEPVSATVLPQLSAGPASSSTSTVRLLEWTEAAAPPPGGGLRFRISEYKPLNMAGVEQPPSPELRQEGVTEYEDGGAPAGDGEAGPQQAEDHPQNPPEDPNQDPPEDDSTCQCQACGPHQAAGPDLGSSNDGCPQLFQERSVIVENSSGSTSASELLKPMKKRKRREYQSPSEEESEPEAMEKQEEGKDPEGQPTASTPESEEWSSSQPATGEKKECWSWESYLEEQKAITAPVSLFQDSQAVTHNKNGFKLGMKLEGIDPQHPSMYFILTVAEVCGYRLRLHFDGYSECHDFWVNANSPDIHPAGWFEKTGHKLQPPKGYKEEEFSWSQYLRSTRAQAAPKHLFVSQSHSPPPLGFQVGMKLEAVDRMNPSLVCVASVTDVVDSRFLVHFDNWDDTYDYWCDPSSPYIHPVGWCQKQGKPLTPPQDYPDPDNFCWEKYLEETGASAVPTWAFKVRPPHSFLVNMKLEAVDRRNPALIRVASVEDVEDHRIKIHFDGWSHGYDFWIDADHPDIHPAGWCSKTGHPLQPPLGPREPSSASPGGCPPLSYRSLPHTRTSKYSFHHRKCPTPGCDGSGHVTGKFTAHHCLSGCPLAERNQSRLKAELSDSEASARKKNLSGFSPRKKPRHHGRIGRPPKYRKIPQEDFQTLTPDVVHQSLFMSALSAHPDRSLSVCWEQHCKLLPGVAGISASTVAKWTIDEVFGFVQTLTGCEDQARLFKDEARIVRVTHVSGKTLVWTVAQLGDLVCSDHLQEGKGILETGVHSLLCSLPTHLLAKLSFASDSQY
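AlphaScreen assay: L3MBTL1 (50 nM final) was preincubated 30 min at room temperature with biotinylated H3(1-15)K9me1 peptide (75 nM final), then 30 min with library compounds; streptavidin donor and nickel chelate acceptor beads (10 ug/mL final) added, 30 min dark.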
* marks the source's active call; other numbers are inactive results; ? = inconclusive; . = not tested or not shown; [ ] = another dose, or the depositor's remark. Unless noted, the call rests on the fitted dose curve; in most records, active means well fitted curve in the direction sought with a large enough effect; inconclusive means small, poorly fitted or top-dose-only effect, or another doubt; inactive means no such curve, though single readings can be large; an effect the other way counts as inactive or inconclusive. Unless noted, on the % scale 0 is the no-effect control and ±100 the full control effect; potency means the concentration at half of the fitted maximal effect.

SMILES	Tau fluor counter	TRb SRC2 PPI	TexasRed fluor	Tau fibril ThT	Tau fibril FP	ALDH1A1 block	aGal spleen mod	L3MBTL1 block
O=C1S/C(=C/c2ccccc2F)C(=O)N1CCN=C1NS(=O)(=O)c2ccccc21	-26%	9%	-1%	-11%	5%	?	-5%	0%
CCCOC(=O)c1c(N)sc(C(=O)OCC)c1C	?	-8%	-2%	?	1%	-2%	5%	6%
CN(C)C(=S)Nc1ccc(N2CCOCC2)cc1	-9%	3%	-2%	-21%	1%	1%	-2%	5%
CC(C)(C)c1ccc(OCc2ccc(C(=O)N3CCOCC3)o2)cc1	-7%	2%[53 µM]	-3%[53 µM]	-13%	1%	-1%	8%	-2%
Clc1ccccc1CNCCCSc1nnnn1-c1ccccc1	-9%	4%	-16%	1%	-2%	.	.	.
CC(=O)Oc1c(Cl)cc(Cl)cc1/C=C/c1ccc2ccccc2n1	-19%	0%	-2%	-18%	-9%	?	-1%	8%
CC/C=C/C(=O)N1CC2(CC(c3cccc(NC(=O)CC(c4ccccc4)c4ccccc4)c3)=NO2)C[C@@H]1C(N)=O (stereo partly specified)	-8%	-13%	1%	-1%	8%	.	2%	.
CCN1/C(=C\c2ccc3cc(C)ccc3[n+]2CC)Sc2cc(C)c(C)cc21	?	9%	-2%	7.9µM*	?	?	1%	?
Cc1cc(SCC(=O)Nc2nsc(-c3ccc(C(C)(C)C)cc3)n2)nc2ccccc12	-13%	-2%	0%	-13%	-3%	.	.	.
CC(=O)c1cccc(NC(=O)C=C(C)C)c1	0%	0%	-5%	-4%	-5%	5%	0%	.
Cc1cccc(CSc2nc3sc(C)c(C)c3c(=O)n2Cc2ccco2)c1	-16%	-1%	-1%	-18%	-5%	-2%	2%	.
CN(C)c1ccc(C(=O)N/N=C/c2cc(Br)cc(Br)c2O)cc1	?	1%	-5%	?	?	.	-4%	3%
COc1cc(C2CC(=O)c3cnc(NC(=O)COc4ccccc4)nc3C2)cc(OC)c1OC (stereo unspecified)	-1%	-10%	1%	-14%	-5%	-15%	-6%	3%
Cc1ccc(OCC(=O)Nc2sc3c(c2C(N)=O)CCCC3)c(C(C)(C)C)c1	-7%	-1%	0%	3%	1%	.	.	.
CCOc1ccccc1NC(=O)c1nc(SC(C)C)ncc1Cl	-22%	-6%	0%	-14%	-6%	.	.	.
CCn1c(SCC(=O)NCCc2ccccc2)nc2sc3c(c2c1=O)CCN(C)C3	2%	5%	-1%	?	-9%	?	3%	4%
Cn1ncc([N+](=O)[O-])c1C(=O)Nc1ccn(Cc2ccccc2F)n1	-9%	9%	0%	0%	9%	5%	8%	-2%
CC12CCCC(O)(C1)C1CC(C)(C)C1CC2 (stereo unspecified)	-2%	-2%	-4%	5%	-1%	17%	-1%	.
COc1ccccc1CNC(=O)C1CCN(c2nnc(C)c3c(C)n(-c4ccccc4)nc23)CC1	-1%	1%	-1%	3%	2%	.	.	.
COc1ccc([N+](=O)[O-])cc1N(CC(=O)NCCC1=CCCCC1)S(C)(=O)=O	-7%	2%	1%	-2%	-2%	6%	-5%	8%
Cc1ccc(C)c(S(=O)(=O)N/N=C/c2ccc(N3CCOCC3)cc2)c1	?	10%	0%	?	14%	.	12%	.
CC(=O)c1ccc(OCC(O)Cn2nnc3ccccc32)cc1 (stereo unspecified)	-10%	15%	1%	?	7%	-2%	-3%	0%
O=C(N/N=C\c1ccc([N+](=O)[O-])s1)c1cncc(Br)c1	?	2%	4%	14µM*	13%	6%	7%	?
Cc1ccc(NC(=O)/C(C#N)=N/Nc2ccc(C(=O)O)cc2)c(C)c1	-11%	9%	-3%	-15%	-15%	.	-1%	.
N#CCC(=O)N/N=C/c1coc2ccccc2c1=O	-16%	0%	-3%	.	2%	.	3%	.
O=c1c2c(-c3cccs3)csc2ncn1-c1ccc(Br)cc1	-16%	-14%	2%	-7%	-2%	?	-11%	0%
COc1ccc2cc(N=Cc3nc(-c4ccc(C)cc4)oc3O)cnc2c1	-23%	7%	1%	?	-5%	4%	9%	.
CC(C)CCCC(C)CCOC(=O)CN1CCCC1 (stereo unspecified)	-5%	0%	-5%	-5%	5%	.	-18%	6%
CC(=O)SC1CC(=O)N(c2ccc(C(C)(C)C)cc2)C1=O (stereo unspecified)	-12%	-9%	-1%	.	-10%	.	8%	.
COc1ccc(/C=N/NC(=O)c2ccc(NC(=O)c3cccc([N+](=O)[O-])c3)cc2)c(OC)c1	-26%	-5%	-2%	?	7%	?	2%	-17%
COc1cc(-c2nnc(-c3cc(OC)c(OC)c(OC)c3)o2)cc(OC)c1OC	0%	-5%	-5%	1%	-3%	?	-3%	?
Cc1ccc(NC(=O)C(OC(=O)c2ccc(O)cc2)c2ccccc2)cc1Cl (stereo unspecified)	?	2%	-2%	12%	28µM*	?	-1%	-3%
O=[N+]([O-])c1cccc(Cl)c1NCCNc1ncc(C(F)(F)F)cc1Cl	?	7%	2%	-15%	?	1%	-1%	-13%
CNc1ncnc2c1ncn2[C@H]1C[C@H](OP(=O)(O)O)[C@H](COP(=O)(O)O)O1	3%	-1%	-1%	0%	6%	-9%	6%	.
O=C(/C=C/c1ccco1)Nc1ccc(CN2CCOCC2)cc1	-8%	5%	3%	-11%	0%	?	-3%	-8%
COc1ccccc1Nc1nn2c(=O)c3ccc(C(=O)N4CCC(C)CC4)cc3nc2s1	?	-3%	-5%	7%	4%	.	.	.
Cc1ccc(C2NC(=O)NC(O)(C(F)(F)F)C2C(=O)c2cccs2)o1 (stereo unspecified)	-1%	0%	4%	-3%	-5%	?	1%	15%
COc1cc2c(cc1OC)-c1cc(N3CCCc4ccccc43)nc(=O)n1CC2	5%	-12%	0%	-12%	8%	11µM*	-8%	.
Cc1cc(C(=O)N2CCC(C(=O)O)CC2)c(C)o1	-2%	-3%	-5%	-5%	5%	20%	-8%	5%
Cc1ccc(NC(=O)Cn2nnc3sc(-c4ccccc4)cc3c2=O)cc1Cl	-25%	-6%	-3%	-16%	4%	.	.	.

Rewritten with values under each structure: part of the list above.
Below each SMILES – Tau fluor counter | TRb SRC2 PPI | TexasRed fluor | Tau fibril ThT | Tau fibril FP | ALDH1A1 block | aGal spleen mod | L3MBTL1 block
- COc1cc2c(cc1OC)-c1cc(N3CCCc4ccccc43)nc(=O)n1CC2
    5% | -12% | 0% | -12% | 8% | 11µM* | -8% | .
- Cc1ccc(NC(=O)Cn2nnc3sc(-c4ccccc4)cc3c2=O)cc1Cl
    -25% | -6% | -3% | -16% | 4% | . | . | .
- COc1ccccc1Nc1nn2c(=O)c3ccc(C(=O)N4CCC(C)CC4)cc3nc2s1
    ? | -3% | -5% | 7% | 4% | . | . | .

The results go on.
SMILES	Tau fluor counter	TRb SRC2 PPI	TexasRed fluor	Tau fibril ThT	Tau fibril FP	ALDH1A1 block	aGal spleen mod	L3MBTL1 block
CC(=O)c1ccc(NC(=S)Nc2cccc(S(=O)(=O)Nc3c(C)n(C)n(-c4ccccc4)c3=O)c2)cc1	-16%	8%	3%	-10%	-1%	25µM*	4%	4%
Cc1cccc(-n2c(C)cc(/C=C3\NC(=O)NC3=O)c2C)c1	-12%	8%	-1%	-17%	-2%	.	6%	-23%
Cn1c(=O)c(C#N)c(-c2ccccc2)n2cnnc12	-9%	3%	2%	-7%	-1%	0%	0%	.
COc1ccc(Cl)cc1C(=O)C1CCCN(Cc2cnc(N3CCOCC3)s2)C1 (stereo unspecified)	-14%	4%	-1%	-13%	-7%	?	5%	-28%

In the list so far, seven have a Cl atom:
SMILES	Tau fluor counter	TRb SRC2 PPI	TexasRed fluor	Tau fibril ThT	Tau fibril FP	ALDH1A1 block	aGal spleen mod	L3MBTL1 block
Clc1ccccc1CNCCCSc1nnnn1-c1ccccc1	-9%	4%	-16%	1%	-2%	.	.	.
CC(=O)Oc1c(Cl)cc(Cl)cc1/C=C/c1ccc2ccccc2n1	-19%	0%	-2%	-18%	-9%	?	-1%	8%
CCOc1ccccc1NC(=O)c1nc(SC(C)C)ncc1Cl	-22%	-6%	0%	-14%	-6%	.	.	.
Cc1ccc(NC(=O)C(OC(=O)c2ccc(O)cc2)c2ccccc2)cc1Cl (stereo unspecified)	?	2%	-2%	12%	28µM*	?	-1%	-3%
O=[N+]([O-])c1cccc(Cl)c1NCCNc1ncc(C(F)(F)F)cc1Cl	?	7%	2%	-15%	?	1%	-1%	-13%
Cc1ccc(NC(=O)Cn2nnc3sc(-c4ccccc4)cc3c2=O)cc1Cl	-25%	-6%	-3%	-16%	4%	.	.	.
COc1ccc(Cl)cc1C(=O)C1CCCN(Cc2cnc(N3CCOCC3)s2)C1 (stereo unspecified)	-14%	4%	-1%	-13%	-7%	?	5%	-28%

High-throughput results as filed in PubChem.
